# WT yeast gro inh – growth inhibition of WT strain, primary screen, mitochondrial fusion inhibitor project, WT and mutant strains, chemical genetic. mitochondrial fusion phenotypic screen. inhibition, % at 10 µM. 190,000 compounds, 2.1% hits. AID 1362, 2008; in the data active = inhibition above about 58%; tested in S. cerevisiae
# Insulin prom up – insulin promoter activators in MIN6 cells, imaging, high-content screening, mouse beta cells; MIN6 insulin promoter-GFP reporter; active compounds read high; z-score at 5 µM; 190,000 compounds, 0.3% hits;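 active = z-score above 3 at 5 µM with at least 500 cells counted in the well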
# MT stabilizer – microtubule stabilizers in HeLa cells, primary screen, imaging, high-content imaging. 200,000 compounds, 0.83% hits. HeLa tubulin immunostaining HCS, 24 h; share of cells brighter than vehicle mean+2SD. % tubulin-high responders, % at 10 µM;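 active = plate Z-score above 3 for both tubulin-high and condensed-nucleus cell shares, with cell loss under 80%, at 10 µM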;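 note: anti alpha tubulin signal scored within the nucleus-defined area of each cell; some results filed as inactive read as strong as hits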
# CSM14.1 death rescue – rescue of cells from ER stress-induced death, primary screen, 384-well, CSM14.1, thapsigargin, ATP luminescence (AID 1222). one-dose cellular ATP content (survival), % at 20 µM; EC50 in µM for titrated hits. 190,000 tested, under 10 active. CSM14.1 thapsigargin-induced death rescue, ATP luminescence; higher % means a stronger effect;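 active = EC50 below 50 µM in the dose-response confirmation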;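 note: death triggered by thapsigargin at about 15 µM added after 2 h compound pretreatment; cell ATP read after overnight thapsigargin exposure of roughly 18 to 22 hours; normalized against plate controls of thapsigargin alone and 5% DMSO vehicle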
# Lipid droplet – inhibitors of hepatocyte lipid droplet formation, primary screen, imaging, high-throughput imaging, BODIPY stain; AML12 mouse hepatocytes, oleate lipid droplets; AID 1656, 2009; 240,000 compounds, 0.4% hits; inhibition, % at 6.5 µM;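 active = lipid droplet intensity inhibited by at least 50%, with more than 500 cells counted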
#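 Test system: AML12 hepatocytes (mouse); reagent: oleate loading, 100 µM; dosing: one dose, 6.5 µM compound; incubation: overnight exposure; signal: fluorescence imaging, 20x objective, two fields per well; read-out basis: % inhibition of corrected integrated BODIPY droplet signal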
# Dynein cargo inh – inhibitors of GR-EGFP nuclear translocation, primary screen, dynein cargo transport inhibitor project, imaging, high-content, 3617.4 mouse cells; test concentration mostly 20 µM; stimulated with dexamethasone, 1 µM; active compounds read low; z-score, hits read low; 220,000 compounds, 0.47% hits;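 active = plate z-score of nuclear minus cytoplasmic receptor signal below a set negative limit, without overly bright fluorescence or cell loss, cut at about -3.5 in these data, passing the limit was not always enough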;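 note: z-score of nuclear minus cytoplasmic ring GR-EGFP intensity difference per well; some compounds called inactive have numbers as strong as hits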
#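 Also added – dexamethasone, 1.0 µM final · Buffer or medium – tet-free, stripped-serum medium · Schedule – induction 48 h, compound 1 h, agonist 30 min · Detection – formaldehyde fixation, Hoechst nuclear stain, 10x automated fluorescence imaging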
# bCat nuc transl – modulators of beta-catenin nuclear translocation, primary screen, imaging, HeLa cells, immunofluorescence, high-content; nuclear translocation activity, % at 5 µM; 190,000 compounds, 0.3% hits;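 active = nuclear translocation activity above 50% at 5 µM, with a well cell count of 50 or more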;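 note: per-cell ratio of nuclear to cytoplasmic median beta-catenin stain intensity; plate controls were DMSO negative control for no effect and GSK-3 inhibitor IX positive control for full effect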
#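 Read-out: Nuclear/cytoplasmic beta-catenin signal ratio, % activation | Assay system: Human HeLa cell line | Times: 24 h compound exposure at 37°C, 5% CO2 | Signal: Fluorescence imaging of beta-catenin antibody stain plus DAPI | Dosing: 5 µM primary, 0.02–20 µM confirmation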
# XIAP antagonists – XIAP antagonists, biochemical, IAP family, fluorescence polarization (AID 1018); XIAP BIR domain, fluorescence polarization peptide displacement; higher % means a stronger effect; displacement, % at 20 µM, or IC50 in µM where a hit was titrated; 200,000 compounds, 0.007% hits; in the data active = displacement above about 50%; note: a part of the inactive calls stands beside numbers as strong as those of hits
# Autophagy mod – autophagy modulators in MEF cells, primary screen, imaging, high-content, MEF GFP-LC3; MEF GFP-LC3 puncta imaging; test concentration mostly 10 µM; calls only at 10 µM (by protocol); 190,000 compounds, 0.98% hits; AID 463193, 2010;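 active = percentage of spot-positive cells more than 3 SD above its plate mean, without a fluorescence outlier flag or 80% toxicity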;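 note: spot-positive cell cutoff set from DMSO-treated cells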
# WT yeast gro inh mutant strain – also measured in WT yeast gro inh; calls as there; inhibition, %; mitochondrial fusion phenotypic screen, mutant strain inhibition
# Dynein cargo inh cytoplasmic EGFP – recorded beside Dynein cargo inh, whose call it bears; z-score; measured here: cytoplasmic GR-EGFP intensity; active compounds read high
# Dynein cargo inh nuclear GR-EGFP – second read-out of Dynein cargo inh, no call of its own (marks repeat the call); z-score; measured here: nuclear GR-EGFP intensity;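 lower value marks the stronger effect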
# Dynein cargo inh cell count – recorded beside Dynein cargo inh, whose call it bears; z-score; measured here: cell count per field
# Insulin prom up cell count – second read-out of Insulin prom up, no call of its own (marks repeat the call); cell count; measured here: cytotoxicity, nuclei count;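 total cells summed across four imaged fields per well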
# Lipid droplet cells 6.5 µM – also measured in Lipid droplet; calls as there; cell count; measured here: cell count, cytotoxicity flag;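 cells counted across two imaged fields per well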
# bCat nuc transl cell count 5 µM – further read-out of bCat nuc transl, marked with its call; cell count; measured here: cell count, cytotoxicity flag
# MT stabilizer Hoechst-high % – recorded beside MT stabilizer, whose call it bears; % Hoechst-high responders; measured here: nuclear condensation Hoechst responders;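 share of cells brighter than vehicle mean plus two SD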
# MT stabilizer cytotoxicity % – further read-out of MT stabilizer, marked with its call; toxicity, %; measured here: cytotoxicity by cell density;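 0% = mean cell density of plate MIN control wells and 100% = no cells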
# Autophagy mod cell loss 18 h – second read-out of Autophagy mod, no call of its own (marks repeat the call); toxicity, %; measured here: cell loss, nuclei count;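 cell loss after 18 h compound exposure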
# * marks the source's active call; other numbers are inactive results; i = inactive; / = no result given; + = active, no number. Rows were taken by chance; overall some 4% were active at least once.
structure	WT yeast gro inh	WT yeast gro inh mutant strain	Insulin prom up	Insulin prom up cell count	MT stabilizer	MT stabilizer Hoechst-high %	MT stabilizer cytotoxicity %	CSM14.1 death rescue	Lipid droplet	Lipid droplet cells 6.5 µM	Dynein cargo inh	Dynein cargo inh cytoplasmic EGFP	Dynein cargo inh nuclear GR-EGFP	Dynein cargo inh cell count	bCat nuc transl	bCat nuc transl cell count 5 µM	XIAP antagonists	Autophagy mod	Autophagy mod cell loss 18 h
CCN1CC(=O)Nc2cc(S(=O)(=O)N3CCOCC3)ccc21	6	-11	-0.19	1189	2.3	2.3	10	3.8%	10	703	0.5	-0.34	0.68	-0.28	-0.9	1031	-2.7%	i	4
Cc1nc(SCC(=O)OCc2ccccc2)c(C#N)c(-c2ccccc2)c1C(=O)Nc1ccccc1	8	5	-0.27	1836	1.2	1.5	10	-1.3%	6	535	0.076	-0.22	-0.47	0.31	-2.9	1055	-0.3%	i	0
Fc1ccccc1N1CCN(Cc2cccnc2)CC1	-20	-13	0.34	1412	3.2	1.4	7.1	1.5%	0	622	-0.27	-0.25	0.49	0.34	-4.2	533	1.9%	i	-10
CC1=C(CC(=O)c2ccccc2)C(=O)c2ccccc2C1=O	33	21	/	/	1.5	1.1	9.5	2.7%	/	/	0.42	-0.19	-0.033	-0.39	/	/	-20%	i	5
N/C(=N\c1nc2ccccc2o1)NC(=O)/C=C/c1ccccc1	/	/	0.04	1287	/	/	/	/	12	703	0.65	-0.25	0.21	0.42	-1.8	1193	/	/	/
Cc1ccc(/C=N/NC(=O)c2cccnc2)o1	6	9	-0.3	1180	3.5	2.0	0.1	1.8%	-13	723	0.17	-0.25	-0.072	0.18	0.8	1056	-6.2%	i	1
CCc1nnc(NC(=O)c2cc(-c3ccncc3)nc3ccccc23)s1	/	/	-0.21	1382	/	/	/	/	-6	733	-0.34	-0.21	-0.25	0.62	-1.0	1071	/	/	/
Cc1cc(C)c(NC(=O)Cn2c(=O)n(Cc3ccco3)c(=O)c3ccccc32)c(C)c1	25	4	-0.64	1820	3.7	2.2	9.2	1.8%	0	615	-0.55	-0.19	0.18	-0.001	1.1	1061	-11%	i	-2
O=C(CSc1ccc(F)cc1)N1CCN(S(=O)(=O)c2ccccc2)CC1	-19	4	0.86	1262	6.3	3.1	3.9	-0.8%	-9	678	-0.22	-0.29	0.32	0.59	-1.8	1157	-9.1%	i	-12
Cc1nn(Cc2c(F)c(F)c(F)c(F)c2F)c(C)c1NC(=O)c1c([N+](=O)[O-])cnn1C	17	-1	-0.47	896	1.1	1.1	10	-1.1%	1	751	-0.93	-0.26	0.084	0.91	-3.8	1232	-5.8%	i	7
CS/C(N)=N/C(=S)Nc1cccc(Cl)c1	/	/	0.32	1287	/	/	/	/	-3	705	-0.061	-0.19	-0.068	-0.27	4.0	1164	/	/	/
CC1CN(Cc2ccccc2)c2ccccc2NC1=S (stereo not drawn)	67*	29*	0.58	1087	2.9	2.9	5.6	-2.4%	4	720	0.82	-0.12	0.087	-1.3	-0.5	874	-13%	i	9
CCn1cc(C(=O)OC(C)C(=O)Nc2c(C)n(C)n(-c3ccccc3)c2=O)c(=O)c2ccc(C)nc21 (stereo not drawn)	-22	-13	0.76	1306	1.9	1.4	9.7	4.8%	20	789	0.46	-0.19	0.29	-0.68	-2.1	1117	-9.0%	i	2
Cc1ccccc1C(=O)Nc1nnc(CC(=O)N/N=C/c2ccco2)s1	/	/	-0.26	968	/	/	/	/	-20	662	0.17	-0.8	-0.035	-0.12	1.5	1340	/	/	/
CN(CC(=O)Nc1ccc(Cl)c(Cl)c1)C(=O)C12CC3CC(CC(C3)C1)C2	76*	57*	-0.18	1337	2.1	2.2	1.5	-0.6%	-3	662	0.29	-0.12	-0.3	-0.27	0.1	995	-4.0%	i	-6

structure	WT yeast gro inh	WT yeast gro inh mutant strain	Insulin prom up	Insulin prom up cell count	MT stabilizer	MT stabilizer Hoechst-high %	MT stabilizer cytotoxicity %	CSM14.1 death rescue	Lipid droplet	Lipid droplet cells 6.5 µM	Dynein cargo inh	Dynein cargo inh cytoplasmic EGFP	Dynein cargo inh nuclear GR-EGFP	Dynein cargo inh cell count	bCat nuc transl	bCat nuc transl cell count 5 µM	XIAP antagonists	Autophagy mod	Autophagy mod cell loss 18 h
CSc1nc(-c2ccccc2)nc2c1COC(C)(C)C2	0	0	/	/	2.4	1.6	9.0	-1.4%	/	/	-0.073	-0.16	-0.1	0.93	/	/	-5.2%	i	-61
O=C(N/N=C/c1ccc([N+](=O)[O-])s1)c1ccncc1	-12	3	0.58	1232	10	2.3	13	1.3%	8	701	-0.97	-0.29	-0.51	0.78	2.3	1014	-3.9%	i	-13
CC(C)n1cc(/C=C2/NC(=O)N(c3cccc(Cl)c3)C2=O)c2ccccc21	9	-3	0.07	1134	20	3.5	45	3.9%	-2	767	-0.97	0.033	-0.32	0.075	-0.4	1238	-1.2%	+	9.0*
O=C(N/N=C1/CCSC1)c1cccc([N+](=O)[O-])c1	-6	-14	0.79	1409	3.5	3.8	6.1	-0.7%	2	639	-0.46	-0.32	-0.22	0.0087	/	/	-5.2%	i	5
Cc1cc(C)cc(OCC(=O)NNC(=O)CCC(=O)NCc2ccccc2)c1	-8	-11	0.21	1264	2.0	1.6	4.9	0.2%	18	713	/	/	/	/	-1.8	1063	-3.3%	i	-4
COc1ccccc1NC(=O)CN1CCN(S(=O)(=O)c2ccc(Br)cc2)CC1	11	18	-0.27	1824	5.2	3.5	5.7	-2.6%	-6	694	-1.2	-0.32	-0.93	0.34	-1.9	1053	-2.5%	i	6
Cc1noc(C)c1COC(=O)CCCc1nc2ccccc2s1	-14	-5	/	/	1.0	1.2	4.9	-0.3%	8	821	-0.55	-0.2	-0.22	0.85	-9.1	1170	-2.2%	i	-16
CC(=O)Nc1ccc(NC(=O)CSc2nnc(COc3ccccc3C)n2CC2CCCO2)cc1 (stereo not drawn)	-2	18	-0.24	1209	2.4	2.0	6.3	-0.3%	-2	670	0.08	-0.22	-0.31	0.34	1.7	1034	-6.3%	i	13
O=C(Nc1ncccn1)C12CC3CC(CC(C3)C1)C2	/	/	0.1	1103	/	/	/	/	-6	659	0.22	-0.21	0.42	0.0033	-1.4	1293	/	/	/
CCCCn1c(=O)nc2n(-c3ccc(Cl)cc3)c3ccccc3cc-2c1=O	-11	-15	-0.05	1224	2.4	2.1	7.2	-1.9%	1	659	0.27	-0.3	-0.2	0.99	-4.1	555	-4.5%	i	1
O=C(CN1CCCCC1)Nc1nnc(-c2ccccc2)s1	6	6	-0.28	1120	5.3	3.0	2.5	2.3%	/	/	0.062	-0.22	-0.16	0.95	-3.4	938	-1.9%	i	-1
CCCCN1C(=O)C(=O)N(CC(=O)Nc2cc(OCC)c(N3CCOCC3)cc2OCC)C1=O	12	8	/	/	3.0	1.6	8.4	-1.8%	13	688	1.2	-0.31	0.47	0.12	0.1	1123	0.1%	i	-12
COc1cccc(-c2nc(=S)c3c(n2Cc2ccco2)CCCC3)c1	18	24	-0.49	1395	3.2	0.8	31	-2.7%	-1	731	-2	0.39	-1.6	-0.11	/	/	1.4%	i	1
CC(C)N(Cc1ccccc1)C(=O)COC(=O)c1ccc2c(c1)OCCO2	-10	-2	0.13	944	1.2	0.9	7.2	-3.0%	0	725	-0.38	-0.21	0.1	0.23	-1.3	1154	-1.2%	i	1
COc1cc(C(=O)N[C@H](C(=O)NC(C)C23CC4CC(CC(C4)C2)C3)C(C)C)cc(OC)c1OC (stereo partly drawn)	3	25	/	/	1.7	1.5	5.3	0.0%	-3	821	-0.11	-0.13	0.052	0.89	/	/	-3.3%	i	-8

structure	WT yeast gro inh	WT yeast gro inh mutant strain	Insulin prom up	Insulin prom up cell count	MT stabilizer	MT stabilizer Hoechst-high %	MT stabilizer cytotoxicity %	CSM14.1 death rescue	Lipid droplet	Lipid droplet cells 6.5 µM	Dynein cargo inh	Dynein cargo inh cytoplasmic EGFP	Dynein cargo inh nuclear GR-EGFP	Dynein cargo inh cell count	bCat nuc transl	bCat nuc transl cell count 5 µM	XIAP antagonists	Autophagy mod	Autophagy mod cell loss 18 h
CC(C)OC(=O)CSc1nc2cccnc2n1-c1ccc(F)cc1	8	-2	0.01	1719	2.3	1.3	8.1	-0.6%	/	/	-0.51	-0.069	-0.026	0.71	0.5	1380	-0.6%	i	-3
CCOC(=O)c1[nH]c(C)c(C(=O)N2CCc3c([nH]c4ccccc34)C2c2ccccn2)c1C (stereo not drawn)	8	7	/	/	3.1	3.1	8.1	9.2%	-3	758	0.062	-0.15	0.098	-0.28	-1.1	1014	-1.9%	i	-7
CCC(/C=N/NC(=O)CCCCC(=O)N/N=C/C(CC)CC)CC	-20	-4	-0.2	1347	5.7	2.7	2.8	-1.5%	0	617	-0.92	0.094	-0.6	0.16	-2.4	1041	-5.0%	i	9
Cn1nc(C(=O)NC2CCCc3ccccc32)ccc1=O (stereo not drawn)	5	1	0.23	1292	2.0	1.5	9.6	/	13	737	-0.33	-0.33	-0.23	0.32	-0.5	1098	-3.8%	i	15
Brc1ccc(-c2nnc3n2C2(CCCC2)Cc2ccccc2-3)o1	-8	1	/	/	2.1	1.5	4.5	-1.6%	-55	723	-0.089	-0.23	-0.13	0.82	/	/	-8.0%	i	1

# Bioassay records deposited in PubChem BioAssay by several laboratories.
